TCR CD3 inh – human TCR-CD3 binding inhibition. AID 651800. TAMRA-labeled TCR probe fluorescence, biochemical. 360,000 tested, 0.37% active. inhibition, % at 9.4 µM; in the data active = inhibition above about 19%;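 also: recombinant mutant TCR 2C K166C tagged with TAMRA read by polarization; 0% = receptor in buffer alone and 100% = receptor with positive control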
SIAE primary – blocks human sialic acid acetylesterase; inhibition, % at 9.66 µM; SIAE FP-Rh probe binding, fluorescence polarization; Q9HAT2; 370,000 tested, 0.69% active;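 active = inhibition above a cutoff: mean of compounds within the control limits plus 3 SD of those, cut at about 17% in these data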;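 also: 0% = plate median of compound wells and 100% = probe without SIAE protein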
proKLK7 act – proKLK7 (human) activation, primary screen; activation, % at 7 µM; 370,000 tested, 0.9% active; purified proKLK7, EDANS-DABCYL substrate fluorescence; 100% is mature enzyme control, 0% vehicle; AID 652039; P49862;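 active = activation above the mean of all tested compounds plus 3 SD, computed per campaign excluding outliers beyond control limits, cut at about 13% in these data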
LEDGF integ inh – blocks HIV-1 LEDGF/p75-dependent DNA integration; TR-FRET IN-LEDGF/p75 DNA integration, Eu/Cy5; inhibition, % at 3.7 µM; 370,000 tested, 0.64% active;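 active = inhibition above the screen-wide mean plus 3 SD, cut at about 13% in these data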;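 also: signal is the Cy5 over europium emission ratio at 671 and 618 nm; 0% = plate median of compound wells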
PRMT1 inh – inhibitors of human PRMT1. Q99873. recombinant PRMT1, activity-based probe fluorescence polarization. inhibition, % at 2.79 µM. 370,000 tested, 1.3% active. AID 652257;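 active = inhibition above about 21% made by adding two undisclosed values, limit read from the data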
MBD2 inh – MBD2-methylated oligo binding inhibition; Q9UBB5; TR-FRET, MBD2 binding to methylated oligonucleotide; inhibition, % at 4.4 µM; 370,000 tested, 0.31% active; AID 686964; in the data active = inhibition above about 13%
Target sequence (Q9UBB5 whole entry, looked up): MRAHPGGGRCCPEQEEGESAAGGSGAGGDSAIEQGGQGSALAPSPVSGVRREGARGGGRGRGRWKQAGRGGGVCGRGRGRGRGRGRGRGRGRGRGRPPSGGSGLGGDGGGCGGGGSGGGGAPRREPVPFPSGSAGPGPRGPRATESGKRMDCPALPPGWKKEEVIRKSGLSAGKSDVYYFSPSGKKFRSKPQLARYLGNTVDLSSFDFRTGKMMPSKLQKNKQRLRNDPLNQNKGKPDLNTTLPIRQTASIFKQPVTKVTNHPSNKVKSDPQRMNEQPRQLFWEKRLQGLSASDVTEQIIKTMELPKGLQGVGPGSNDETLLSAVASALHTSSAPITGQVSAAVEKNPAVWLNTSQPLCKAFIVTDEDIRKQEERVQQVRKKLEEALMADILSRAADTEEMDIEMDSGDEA
DDE Tn6 FP inh – DD(E)-Tn6 binding inhibition, primary FP screen. P02675. Fibrin DD(E) TRITC-Tn6 fluorescence polarization displacement. inhibition, % at 8.3 µM. 370,000 tested, 0.21% active. AID 720509;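 active = inhibition above a per-campaign cutoff: mean of compounds within control limits plus 3 SD, cut at about 15% in these data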;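 also: 0% = median of all compound wells on the plate and 100% = blocking peptide control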
Target sequence (P02675 whole entry, looked up): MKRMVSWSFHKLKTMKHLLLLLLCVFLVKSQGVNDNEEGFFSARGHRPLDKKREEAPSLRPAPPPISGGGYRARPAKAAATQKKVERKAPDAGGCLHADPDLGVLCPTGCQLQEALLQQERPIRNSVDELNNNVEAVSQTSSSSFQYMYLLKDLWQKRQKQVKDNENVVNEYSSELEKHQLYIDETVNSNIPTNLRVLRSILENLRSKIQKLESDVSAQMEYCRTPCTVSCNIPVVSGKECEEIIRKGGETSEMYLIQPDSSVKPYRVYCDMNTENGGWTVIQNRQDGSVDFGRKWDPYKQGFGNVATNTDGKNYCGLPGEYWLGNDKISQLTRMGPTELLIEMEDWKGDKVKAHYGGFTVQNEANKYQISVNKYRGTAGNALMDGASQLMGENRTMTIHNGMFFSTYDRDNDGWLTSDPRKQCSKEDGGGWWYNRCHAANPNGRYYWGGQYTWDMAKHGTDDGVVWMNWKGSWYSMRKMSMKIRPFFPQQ
TDP2 inh – TDP2 (human) inhibition, absorbance primary screen | O95551 | recombinant TDP2, T5PNP hydrolysis, p-nitrophenol absorbance 415 nm | inhibition, % at 12.8 µM | 370,000 tested, 0.34% active | AID 720702;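 active = inhibition above the mean of all tested compounds plus 3 SD, set per campaign, cut at about 25% in these data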;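 also: 0% = DMSO with enzyme and 100% = buffer with substrate but no TDP2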
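Test system: Human TDP2 enzyme | Reagent: 5 mM T5PNP | Compound dosing: 12.8 µM single point, 1% DMSO | Incubation: Enzyme reaction with compound for 2 h at 37 °C | Technique: p-Nitrophenol epi absorbance | Read-out: % inhibition relative to enzyme-containing and enzyme-free wells | Benchmarks: High control without enzyme, low control DMSO plus TDP2 | Replicates: Singlicate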
DDE Tn7 FP inh – DD(E)-Tn7 binding inhibition, primary FP screen. P02675. FP displacement of FITC-Tn7 peptide from fibrin DD(E); 0% = median of compound wells per plate. inhibition, % at 8.3 µM. 370,000 tested, 0.13% active;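 active = inhibition above the mean of compounds falling within the control limits plus 3 SD of them, cut at about 14% in these data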;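 also: 0% = plate median of compound wells and 100% = 10 µM Aha-Tn7 peptide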
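System: human fibrin DD(E); quantity: Fibrin-DD(E) at 2 µM final; also added: fluorescent Tn7 probe at 0.1 µM; compound dosing: single nominal test concentration of 8.3 µM per compound; schedule: 10 min preincubation, 3 h with tracer, room temperature; detection: fluorescence polarization of the labelled Tn7 tracer; repeats: one replicate per compound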
UHRF1 MBD2 ctr – human UHRF1 methylated DNA binding inhibitors | UHRF1 binding to methylated oligo, TR-FRET | inhibition, % at 4.4 µM | 370,000 tested, 0.75% active; in the data active = inhibition above about 21%;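 also: UHRF1 SRA domain binding a hemimethylated CpG hairpin DNA probe; 0% = median of test compound wells and 100% = reference inhibitor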
Starred values were filed as active, the others as inactive; nt = no result given.

The opening two entries as a preview:
Fields: TCR CD3 inh	SIAE primary	proKLK7 act	LEDGF integ inh	PRMT1 inh	MBD2 inh	DDE Tn6 FP inh	TDP2 inh	DDE Tn7 FP inh	UHRF1 MBD2 ctr
CC(C(=O)Nc1ccccc1Cl)N(c1ccccc1)S(C)(=O)=O (configuration not stated)
  11	-4	-0.9	2	-2	0	-7	-2	4	3
CN(C(=O)CSc1nnc(-c2ccc(C(C)(C)C)cc2)n1C)C1CCS(=O)(=O)C1 (configuration not stated)
  4	7	-0.2	0	-1	-4	9	6	5	4

Main list, from the first entry:
Fields: TCR CD3 inh	SIAE primary	proKLK7 act	LEDGF integ inh	PRMT1 inh	MBD2 inh	DDE Tn6 FP inh	TDP2 inh	DDE Tn7 FP inh	UHRF1 MBD2 ctr
CC(C(=O)Nc1ccccc1Cl)N(c1ccccc1)S(C)(=O)=O (configuration not stated)
  11	-4	-0.9	2	-2	0	-7	-2	4	3
CN(C(=O)CSc1nnc(-c2ccc(C(C)(C)C)cc2)n1C)C1CCS(=O)(=O)C1 (configuration not stated)
  4	7	-0.2	0	-1	-4	9	6	5	4
O=C(NCC(=O)N1CCC2(CC1)NCCc1[nH]cnc12)c1ccc2ccccc2c1
  -10	-1	0.4	-2	-2	-1	7	-10	-7	4
COc1ccc(N(CC(=O)Nc2cccnc2)S(=O)(=O)c2ccccc2)cc1Cl
  2	-3	0.4	5	-4	-4	7	20	1	-2
Cc1nn(Cc2ccc(Cl)cc2)c(C)c1NC(=O)c1ccc([N+](=O)[O-])cc1
  -1	-1	-0.7	-1	-1	2	1	14	7	2
Cc1cc(C)cc(NS(=O)(=O)c2ccc(NC(=O)c3ccccc3C(=O)O)cc2)c1
  1	0	-0.1	2	-2	-4	4	3	1	2
O=c1[nH]c2c(oc3ccccc32)c(=O)n1Cc1ccccc1
  0	7	-1.3	-3	-2	5	-2	-15	-3	-1
Nn1c(SCC(=O)Nc2ccc3c(c2)OCCO3)nnc1C(F)(F)F
  -2	2	0.5	2	1	0	-3	1	-4	1
Cc1nnc(C)c2c(C)n(C(c3ccccc3)c3ccccc3)c(C)c12
  -17	2	-1.2	3	-2	-2	5	-8	-16	4
O=C(NCC1CC1)Nc1cccc(Cl)c1
  4	-8	-0.3	-1	5	4	1	7	-6	0
CC(C)CN(C(=O)c1cc(=O)[nH]c2ccccc12)c1c(N)n(Cc2ccccc2)c(=O)[nH]c1=O
  3	13	-0.4	0	6	-1	4	1	0	-2
CCOC(=O)c1cc(-c2nnc(-c3ccc(Cl)cc3)o2)c(C)nc1C
  6	3	0.0	-3	-5	-4	3	-7	-4	6
CC(=O)c1ccc(N2CCN(C(=O)CNC(=O)c3ccc(Br)o3)CC2)cc1
  7	0	0.0	-1	2	3	1	3	-4	-1
COCC(=O)N[C@@H]1c2cc(OC)c(OC)cc2C[C@H]1OCc1ccccc1
  3	-1	-0.9	-4	4	-2	-4	3	-1	-1
CC(=O)c1c(C)[nH]c(C(=O)NCc2cccc(Cl)c2)c1C
  -1	-5	0.7	6	-5	-4	0	-24	2	3
O=C(O)/C=C/C(=O)Nc1ccc(S(=O)(=O)N2CCCC2)cc1
  2	11	0.1	1	2	2	4	9	-1	-3
Cc1cccc(CSc2cccc3cccnc23)c1
  4	-4	-0.8	-6	16	-20	-5	-2	1	-29
O=C(Nc1ccc(F)cc1)c1ccc(S(=O)(=O)NCc2cccnc2)cc1
  0	-1	0.4	-2	5	10	-11	-11	3	3
Cc1ccc(NC(=O)Cc2cccc(OC(F)(F)F)c2)c(S(=O)(=O)N2CCOCC2)c1
  nt	1	0.1	-1	4	-1	4	-1	-1	0
Cc1ccc(-c2nnc(CSc3nnc(C)s3)o2)cc1
  9	-7	-0.2	0	1	-2	10	18	2	-4

Later entries.
Fields: TCR CD3 inh	SIAE primary	proKLK7 act	LEDGF integ inh	PRMT1 inh	MBD2 inh	DDE Tn6 FP inh	TDP2 inh	DDE Tn7 FP inh	UHRF1 MBD2 ctr
COCCCn1c(C)cc(C(=O)COC(=O)CCc2nc3ccccc3c(=O)[nH]2)c1C
  3	9	0.7	3	-6	9	-2	8	-4	-2
CCOc1ccc(Nc2oc(-c3ccccc3Cl)nc2C#N)cc1
  -7	0	-2.4	-3	1	3	-2	-2	8	1
CCN1CCN(c2nc3ccccc3nc2C(C#N)S(=O)(=O)c2ccc(C)c(C)c2)CC1 (configuration not stated)
  -1	3	0.3	0	1	3	-3	2	4	3
C/C(CC(=O)Nc1cc(Cl)ccc1C)=N\NC(=O)C(=O)N1CCCC1
  8	6	0.0	3	2	0	1	-5	2	0
CC(C)[C@H](NC(=O)c1ccccc1)C(=O)OCC(=O)Nc1ccc(S(=O)(=O)N2CCOCC2)cc1
  -1	8	-0.2	3	-2	3	6	12	2	-4
Cc1nn2c(=O)cc(CSc3ccccc3NC(=O)c3ccccc3F)nc2s1
  8	2	-0.3	1	0	3	-3	5	-7	-3
O=C(COc1ccc2c(c1)CCC2)NCc1cccc(Cl)c1
  6	0	0.1	0	-2	-5	6	-2	-5	0
CCOC(=O)c1sc(NC(=O)CNCc2cccnc2)c(C(=O)OCC)c1C
  -4	4	0.3	1	1	-4	1	1	4	0
CCCCC(=O)Nc1ccc(C(=O)N2CCN(c3ccccc3OC)CC2)cc1
  -4	-4	-0.6	2	0	0	5	7	8	-1
CCC(=O)N/N=C(\C)CC(=O)Nc1cccc([N+](=O)[O-])c1
  3	0	0.3	0	-1	-1	5	6	-2	-2
COc1cccc(C(=O)Nc2cccc(NC(C)=O)c2)c1
  -7	-6	-0.2	0	7	2	-6	-11	-5	0
CNC(=O)Nc1nnc(C(C)(C)C)s1
  -3	5	-0.6	2	-2	5	-10	6	-7	0
Cc1c(C(=O)N2CCCCC2)oc2ccc(Br)cc12
  -3	-4	-0.2	-2	3	3	-6	-12	5	2
CC(=O)Nc1ccc(CNc2nc3cc(-c4cccc(C(F)(F)F)c4)sc3c(=O)n2C)cc1
  -4	-25	-0.4	0	8	0	-14	-9	2	6
O=C1NC[C@H](CCCCN2C[C@H](Cc3ccccc3)N(CCC3CCCCC3)C(=O)C2=O)N(CCc2ccc(O)cc2)C1=O
  1	-1	1.0	1	2	5	-1	-4	0	3
CCOc1ccc(/C=C/C(=O)N(CC)CC(=O)Nc2ccc3c(c2)OCCO3)cc1OC
  -4	4	-0.1	-2	2	-2	4	2	-5	-1
Cc1ccc(-c2nnc(N3CCC(C)CC3)c3ccccc23)cc1
  -2	-5	-0.3	3	-4	-2	2	-6	-2	5
Cc1nc(SCc2nc3ccc(Cl)cc3[nH]2)c2oc3ccccc3c2n1
  0	-58	-4.3	4	-5	-4	-3	-9	-8	3
COc1ccccc1C1(CC(=O)O)CCOC(C)(C)C1 (configuration not stated)
  0	0	-0.2	-1	-3	-6	0	9	8	2
Cc1ccc(C)n1-n1cnc2scc(-c3cccs3)c2c1=O
  7	-6	-0.1	1	1	-6	8	11	7	-5

The list continues:
Fields: TCR CD3 inh	SIAE primary	proKLK7 act	LEDGF integ inh	PRMT1 inh	MBD2 inh	DDE Tn6 FP inh	TDP2 inh	DDE Tn7 FP inh	UHRF1 MBD2 ctr
C=CC[C@@]1(c2ccccc2)Oc2ccccc2-c2nc3ccccc3nc21
  nt	-5	-15	1	0	3	-1	11	0	0
O=C(c1ccc2[nH]c(=O)c(=O)[nH]c2c1)N1CCN(Cc2ccccc2)CC1
  0	5	2.7	2	1	0	-5	4	-3	-2
O=C(NC1CCCC1)c1ccc(Cl)c(S(=O)(=O)N2CCCCC2)c1
  3	4	0.1	2	-1	-4	7	23	5	0
Cc1ccc(S(=O)(=O)N2CCCC(C(=O)NCCc3ccc4c(c3)OCO4)C2)cc1 (configuration not stated)
  0	5	-0.6	-1	0	0	6	-8	5	0
CC(C)C(=O)NC(=S)Nc1c(Cl)ccc2nsnc12
  -1	-2	0.0	2	4	1	-9	7	-1	1
Cn1c(NC(=O)c2cc(-c3ccc4c(c3)OCO4)nc3ccccc23)cc(=O)n(C)c1=O
  5	-2	-0.5	-2	-1	-3	7	5	6	1
CCc1ccc(NC(=O)COC(=O)CCC2CCCC2)cc1
  -1	-5	-0.5	3	-1	2	-4	-12	-3	2
COc1cc(C(=O)Nc2nc(N)n(-c3ccccc3)n2)cc(OC)c1OC
  -6	-5	0.3	-2	2	1	-2	4	0	0
COc1ccc(C(CNc2ccc(S(C)(=O)=O)cc2[N+](=O)[O-])N(C)C)cc1OC (configuration not stated)
  -1	-3	0.5	3	-4	-6	7	22	-5	-3
Cc1nc2ccccc2n1Cc1n[nH]c(=S)n1-c1ccc(Cl)cc1
  1	0	-0.6	0	5	0	-2	-8	2	-1
CC12CCC(=O)N1C(C(=O)Nc1nnc(SCc3ccccc3F)s1)CS2 (configuration not stated)
  4	-5	-0.2	0	1	3	0	-7	-3	4
OCc1nc(CO)n(Cc2ccccc2)n1
  3	-1	0.7	-4	-2	-4	-3	2	-5	-2
Cc1cccc(NC(=O)Cn2c(=O)oc3ccccc32)n1
  0	1	0.1	3	-1	-2	-3	6	-1	-1
Cc1cc(C)c(OCC(=O)NCCCn2nc(C)cc2C)c(C)c1
  4	-4	0.5	1	-2	4	8	-11	-1	15
Cc1cccc(C(=O)NNC(=O)CCCCC(=O)NNC(=O)c2cccc(C)c2)c1
  -1	12	0.3	5	-3	2	10	0	2	5
CC(C)C(=O)Nc1ccc(N2CCN(C(=O)c3cccs3)CC2)cc1
  3	4	-0.1	-1	-1	-5	5	4	5	1

High-throughput results from PubChem.
